# Assay outcomes from PubChem.
# Kir21 inh – Kir2.1 (mouse) channel inhibition; P35561; HEK293-Kir2.1, FluxOR thallium flux fluorescence; active compounds read low; B-score at 10 µM; actives 0.85% (n = 310,000); AID 1672;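 active = fluorescence ratio B-score at or below minus 3 SD of library scores, with starting-brightness B-score within 2 SD, cut at about -4.2 in these data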;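 also: channel flux triggered by added potassium and thallium sulfate stimulus; B-score of peak minus minimum fluorescence over baseline after thallium stimulus; more negative B-score means stronger Kir2.1 block with less thallium influx; some compounds called inactive have numbers as strong as hits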
# Target sequence (P35561 whole entry, looked up): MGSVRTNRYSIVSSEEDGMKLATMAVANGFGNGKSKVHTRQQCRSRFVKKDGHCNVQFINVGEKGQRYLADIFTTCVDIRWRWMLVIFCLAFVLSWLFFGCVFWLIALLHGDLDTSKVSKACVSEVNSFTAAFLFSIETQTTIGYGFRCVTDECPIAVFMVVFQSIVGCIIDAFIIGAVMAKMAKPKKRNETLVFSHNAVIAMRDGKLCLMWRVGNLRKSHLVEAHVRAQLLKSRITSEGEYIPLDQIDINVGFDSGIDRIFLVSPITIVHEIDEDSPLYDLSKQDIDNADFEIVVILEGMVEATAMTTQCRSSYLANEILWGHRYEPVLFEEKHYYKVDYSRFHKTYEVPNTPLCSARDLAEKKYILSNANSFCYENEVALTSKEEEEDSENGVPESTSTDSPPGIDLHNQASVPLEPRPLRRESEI
# CHT inh – inhibitors of human choline transporter CHT; Q9GZV3; CHT-expressing cells, membrane potential dye, choline response; active compounds read low; B-score at 10 µM; actives 0.86% (n = 310,000);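 active = B-score over 3 SD under the library average, and starting fluorescence ratio not unusually high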;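 also: choline stimulus applied at its EC90 after an EC20 pre-addition; B-score computed on integrated fluorescence ratio after choline addition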
# Target sequence (Q9GZV3 whole entry, looked up): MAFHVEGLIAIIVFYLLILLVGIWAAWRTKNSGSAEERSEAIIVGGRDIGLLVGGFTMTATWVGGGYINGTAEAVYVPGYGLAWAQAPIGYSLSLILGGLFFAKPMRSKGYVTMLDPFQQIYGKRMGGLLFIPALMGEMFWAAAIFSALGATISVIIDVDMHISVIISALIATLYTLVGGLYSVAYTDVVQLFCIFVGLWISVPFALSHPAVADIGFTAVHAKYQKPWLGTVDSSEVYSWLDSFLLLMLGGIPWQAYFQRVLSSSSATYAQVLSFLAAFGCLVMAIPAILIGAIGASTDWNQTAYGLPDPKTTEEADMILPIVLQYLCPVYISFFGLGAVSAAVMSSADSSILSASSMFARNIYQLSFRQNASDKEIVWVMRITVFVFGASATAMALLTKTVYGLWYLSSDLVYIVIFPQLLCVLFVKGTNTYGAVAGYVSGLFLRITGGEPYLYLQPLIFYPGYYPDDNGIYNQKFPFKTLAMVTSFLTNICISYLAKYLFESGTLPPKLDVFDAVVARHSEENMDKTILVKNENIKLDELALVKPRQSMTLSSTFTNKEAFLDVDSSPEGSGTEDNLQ
# Starred values were filed as active, the others as inactive; i = inactive; . = no result given.
SMILES,Kir21 inh,CHT inh
COC(=O)CCC(NC(=O)OCc1ccccc1)C(=O)NC(CC(C)C)C(=O)OC (stereo unspecified),0.72,i
CCOc1cc(N2CCOCC2)c(OCC)cc1NC(=O)CN1CCCC(C)C1 (stereo unspecified),0.01,i
O=C(CNC(=O)Cc1ccccc1)N=Nc1c(O)[nH]c2ccc(Br)cc12,1.4,i
NC(=O)C1CCN(C(=O)CCCCCn2c(=O)[nH]c3ccsc3c2=O)CC1,0.68,i
O=C1CCc2cc(S(=O)(=O)N3CCC(C(=O)NCc4ccccc4Cl)CC3)ccc2N1,-0.04,i
Cc1ccc(OCC(=O)OCc2c(C)noc2C)cc1C,1.7,i
O=S(=O)(NCC1(N2CCOCC2)CCCCC1)c1ccc(Cl)cc1C(F)(F)F,-0.23,i
N#C/C(=C\N1CCOCC1)C(N)=O,0.3,i
O=C1NC(=Nc2ccc3ccccc3c2)S/C1=C/c1ccco1,1.4,i
COc1ccccc1CNC(=O)c1cc(=O)c2ccccc2o1,1.8,i
Cc1ccc(C(=O)N(C)Cc2ccccc2)cc1S(=O)(=O)N1CCOCC1,1.2,i
CC(OC(=O)c1cc(=O)[nH]c2ccccc12)C(=O)NCc1ccccc1 (stereo unspecified),1.5,i
NS(=O)(=O)c1ccc(NC(=O)CN2CCN(S(=O)(=O)/C=C/c3ccccc3)CC2)cc1,0,i
Cc1nc(CS(=O)(=O)c2ccc(Cl)cc2)cc(N2CCOCC2)n1,-0.24,i
Cc1ccc(N2CCN(S(=O)(=O)c3ccc(Cl)s3)CC2C)cc1 (stereo unspecified),-0.09,i
O=C(Cn1ncc2c(=O)oc3ccccc3c21)N1CCC(N2CCCCC2)CC1,-0.97,i
CN1C2C=C3C(C#N)=C(N)C(C#N)(C#N)[C@@H](c4ccc(Cl)cc4)[C@@H]3C1CC2 (stereo partly specified),0.28,i
COc1ccc(CNc2ccc3c(c2)nc(C)n3C)cc1OC,-0.27,i
CCn1nc(NS(=O)(=O)c2cccc3nonc23)c2cc3ccc(C)cc3nc21,1.1,i
Cc1nc2ccccc2nc1OCc1cccc([N+](=O)[O-])c1,0.11,i
COc1ccccc1-n1cnnc1SCC(=O)Nc1cccc(S(=O)(=O)N2CCCCC2)c1,-0.52,i
CC(C)CCN1C(=O)c2ccc(C(=O)Nc3ccc(O)cc3C(=O)O)cc2C1=O,1.6,i
CCN(C(=S)NCc1ccccc1)c1ccccc1,-1.1,i
CC1=NNC(=O)C1Oc1ccccc1 (stereo unspecified),-4.1,i
COC(=O)[C@H](CC(C)C)NC(=O)Nc1ccc(F)cc1,-1.7,i

# Complete entries, quoted from the list. Order of screens: Kir21 inh, CHT inh
# CCOc1cc(N2CCOCC2)c(OCC)cc1NC(=O)CN1CCCC(C)C1 (stereo unspecified) reads 0.01, i
# CN1C2C=C3C(C#N)=C(N)C(C#N)(C#N)[C@@H](c4ccc(Cl)cc4)[C@@H]3C1CC2 (stereo partly specified) reads 0.28, i
# NS(=O)(=O)c1ccc(NC(=O)CN2CCN(S(=O)(=O)/C=C/c3ccccc3)CC2)cc1 reads 0, i
# O=C(CNC(=O)Cc1ccccc1)N=Nc1c(O)[nH]c2ccc(Br)cc12 reads 1.4, i
# Cc1ccc(OCC(=O)OCc2c(C)noc2C)cc1C reads 1.7, i

# Some of the entries so far, tab-delimited.
SMILES	Kir21 inh	CHT inh
O=S(=O)(NCC1(N2CCOCC2)CCCCC1)c1ccc(Cl)cc1C(F)(F)F	-0.23	i
N#C/C(=C\N1CCOCC1)C(N)=O	0.3	i
O=C1NC(=Nc2ccc3ccccc3c2)S/C1=C/c1ccco1	1.4	i
COc1ccccc1CNC(=O)c1cc(=O)c2ccccc2o1	1.8	i
Cc1ccc(C(=O)N(C)Cc2ccccc2)cc1S(=O)(=O)N1CCOCC1	1.2	i
CC(OC(=O)c1cc(=O)[nH]c2ccccc12)C(=O)NCc1ccccc1 (stereo unspecified)	1.5	i
NS(=O)(=O)c1ccc(NC(=O)CN2CCN(S(=O)(=O)/C=C/c3ccccc3)CC2)cc1	0	i

# The results go on:
SMILES,Kir21 inh,CHT inh
Cc1nonc1NC(=O)CSc1nnnn1-c1ccccc1,0.02,i
CN(C)c1ccc(P(=O)(OC2CCCCC2)C(O)c2cccnc2)cc1 (stereo unspecified),-0.14,i
O=C(O)c1ccc(S(=O)(=O)N2CCCc3ccccc32)cc1,0.05,i
CC(Oc1cc2oc(=O)c3c(c2cc1Cl)CCCC3)C(=O)NCc1ccncc1 (stereo unspecified),0,i
CCCN1Cc2cccc(C(=O)Nc3ccc(C)cc3)c2C1=O,-2,i
CN1CCN(/N=C/c2ccc(N(C)c3ccccc3)cc2)CC1,0.13,i
COc1ccc(O)c(-c2cc(-c3ccccc3[N+](=O)[O-])[nH]n2)c1,-1.3,i
CN(c1ccc(OCC(=O)Nc2nc(-c3ccccc3)cs2)cc1)S(=O)(=O)c1ccc(F)cc1,1.1,i
O=C(CN(Cc1ccccc1)S(=O)(=O)c1ccc2c(c1)OCCO2)N/N=C/c1cccc(Br)c1,0.64,i
O=C(Nc1ccc(F)cc1F)c1c(C(F)(F)F)ccnc1Oc1ccc(Cl)cc1,-1.3,i
CCC(Sc1nncn1C)C(=O)Nc1cc(C)on1 (stereo unspecified),-0.48,i
O=c1oc(-c2ccc(Br)cc2)nc2ccccc12,1.7,i
Cc1ccc(NC(=O)c2ccccc2OCC(=O)c2ccccc2)cc1,-1.2,i
Cn1c(COc2ccccc2)nnc1SCCSc1nnc(COc2ccccc2)n1C,2.1,i
O=C(Nc1ccc(NC(=O)C2CCCN2C(=O)OCc2ccccc2)cc1)c1ccco1 (stereo unspecified),-0.26,i
Nc1ccc2ncccc2c1,-0.7,i
COc1ccc(CCNC(=O)c2ccc(Cl)cc2)cc1,-2.2,i
COC(=O)C1=NN(c2ccc(OC)cc2)C2C(=O)N(c3ccccc3OC)C(=O)C12 (stereo unspecified),-0.05,i
Cc1ccccc1-c1ccc(C(=O)NCc2ccccc2)o1,1.2,i
CCCS(=O)(=O)c1nc(S(=O)(=O)c2ccc(C)cc2)c(N2CCc3ccccc3C2)s1,0.37,i
C=CCn1c(Cc2ccccc2)n[nH]c1=S,-0.65,i
Cc1ccccc1CN1C(=O)[C@H]2Cc3c([nH]c4ccccc34)C(C)(C)N2C1=O,0.8,i
COc1ccc(NC(=O)C2(S(=O)(=O)c3ccc(C)cc3)CC2)cc1OC,-2.4,i
Cc1ccc(S(=O)(=O)CC(=O)Nc2nc(C(C)(C)C)cs2)cc1,-1.2,i
COc1ccc(/C=N/NC(=O)c2[nH]c(C)c(C(=O)N/N=C/c3ccc(OC)cc3)c2C)cc1,-0.86,i

# New compounds follow.
SMILES,Kir21 inh,CHT inh
O=C(Cn1[nH]c(=O)c2ccccc2c1=O)Nc1cccc(-c2nnc3n2CCCCC3)c1,.,i
CNc1nc(Cl)c(SC)c(NC2CCCCC2)n1,1.2,i
CCCC(=O)NCc1nc2ccccc2n1CC(=O)c1ccccc1,0.4,i
COc1ccc(C(=O)CSc2nnc(CNc3ccc(F)cc3)o2)cc1,2.1,i
CCOC(=O)c1ccccc1NC(=O)CSc1nc(N)cc(N)n1,-1.8,i
Cc1ccc(-n2nc3c(c2NC(=O)c2ccc4c(c2)OCO4)CSC3)c(C)c1,0.28,i
CC(C)(C)c1ccc(OC(=O)CN2C(=O)C3C4CCC(C4)C3C2=O)cc1 (stereo unspecified),-0.05,i
CCC(C)N1CCNCC1 (stereo unspecified),-1.8,i
CCc1cc(-c2n[nH]c(C)c2-c2ccccc2Cl)c(O)cc1OC,-0.42,i
CCOc1cc(-c2cc(-c3ccc(C)o3)nc(N)c2C#N)ccc1O,0.02,i
Cc1c(NC(=O)/C(C#N)=C/c2ccc(-c3ccc(Cl)cc3)o2)c(=O)n(-c2ccccc2)n1C,-0.35,i
Cn1c(=O)n(C)c2cc(/C=C3/NC(=O)N(Cc4ccccc4)C3=O)ccc21,0.07,i
O=C(CCCc1ccccc1)N1CCN(C2CCCCC2)CC1,0.06,i
COC1=C(OC)c2ccccc2C(C(=O)O)N/C1=C(/C)Nc1ccncc1 (stereo unspecified),1.5,i
CCN1C(=O)[C@@H]2[C@@H](c3ccc(-c4ccc(C(C)=O)cc4)c(OC)c3)N3CCCC[C@@]3(C(=O)OC)[C@@H]2C1=O,2.9,i
COc1cc(C(=O)NCc2ccc3c(c2)cc(C)n3C)cc(OC)c1OC,-0.09,i
CC(=O)N(C)c1ccc(NS(=O)(=O)Cc2ccccc2)cc1,-0.17,i
Cn1c(=O)c2c(nc(SCc3ccc(C(=O)O)cc3)n2C)n(C)c1=O,0.02,i
CCOc1ccc(NC(=S)N2CCN(S(=O)(=O)c3ccc(C)cc3)CC2)cc1,0.41,i
O=c1cc(-c2ccccc2Cl)oc2c(NS(=O)(=O)c3cccs3)ccc(O)c12,-0.43,i
Cc1ccc(C(=O)N2CC(C(=O)O)C2)cc1,-0.03,i
O=C(O)c1cc(-n2nnnc2SCc2ccc([N+](=O)[O-])cc2)ccc1Cl,1.1,i
COc1cccc(C(=O)NCC(c2cccs2)N2CCc3ccccc32)c1 (stereo unspecified),2.1,i
CC(NC(=O)c1sc2ccccc2c1Cl)C1CCCO1 (stereo unspecified),-1.8,i
COC(=O)c1cc(OC)c(OC)cc1NC(=O)Nc1ccc(OC)cc1,0.05,i

# More entries
SMILES,Kir21 inh,CHT inh
NC(=O)c1ccc(NC(=O)COc2coc(CN3CCc4ccccc4C3)cc2=O)cc1,0,i
C=CCNC(=O)c1onc(CSc2cccc(OC)c2)c1C(=O)O,0.83,i
O=C(c1ccco1)N1CCN(c2cc(C(F)(F)F)nc3ncnn23)CC1,-0.41,i
COc1ccccc1NS(=O)(=O)c1cc(NC(=O)Cn2cnc3c2c(=O)n(C)c(=O)n3C)ccc1C,-1.8,i
NC(=O)c1ccc(NC(=O)Cc2cccs2)cc1,0.86,i
BrC(=C\c1ccccc1)/C=N/n1cnnc1,-0.12,.
Nc1nc(SCC(=O)Nc2cc(S(=O)(=O)N3CCOCC3)ccc2Cl)n[nH]1,-0.98,i
O=c1[nH]c2ccccc2cc1-c1nnn(-c2ccccc2)n1,1.6,i
CCCCCC(=O)NC(=S)Nc1ccc(Br)cc1C,-0.06,i
N#CCC(=N)N1CCN(c2ccccc2)CC1,0.61,i
Cc1ccc(S(=O)(=O)NC(CC(=O)N2CCc3ccccc32)c2ccco2)cc1 (stereo unspecified),0.83,i
CC1=CC(=C(C#N)C#N)C=C(C)N1Cc1ccccc1,0.35,i
CC(=O)Nc1c(C)ccc(S(N)(=O)=O)c1C,0.54,i
Cn1ncc(Cl)c1C(=O)N1CCN(S(=O)(=O)c2cccs2)CC1,0.06,i
COc1cc(OC)cc(-c2cc(N)n(S(=O)(=O)c3cccc4nsnc34)n2)c1,-1.4,i
O=C(Nc1ccccc1Cl)N1CCN(c2ccc3nnc(-c4ccc(F)cc4)n3n2)CC1,1.3,i
Brc1cccc(-c2nc(-c3ccncc3)no2)c1,-0.01,i
O=C(c1ccc(C(F)(F)F)cc1)C1CCCN(C(=O)c2csnn2)C1 (stereo unspecified),-2.9,i
Cn1ncc(Br)c1NC(=O)c1ccco1,-0.77,i
N#Cc1nc(-c2ccccc2)oc1NCCN1CCCCC1,1.9,i
CCOC(=O)c1cc(-c2ccccc2)n(CC(=O)NC(C)(C)C)c1C,-0.58,i
CC(C)CCNC(=O)CN(C(=O)Cn1nnc(-c2ccc(F)cc2)n1)C1CCCC1,0.64,i
CCOc1ccc(-c2nc(CCl)cs2)cc1OC,2.8,i
O=c1cc(CN2CCN(c3ccccc3)CC2)nc2scc(-c3ccccc3)n12,2,i
Cc1ccc(N=C(NO)c2cnccc2C(F)(F)F)c(C)c1,-0.27,i

# (next part)
SMILES,Kir21 inh,CHT inh
S=c1[nH]c2cc3ccccc3cc2[nH]1,-0.33,i
COc1ccc(NC(=O)C2CCCC2)cc1,0.33,i
O=S(=O)(c1ccc(S(=O)(=O)N2CCC(O)CC2)cc1)N1CCCC1,-0.02,i
COc1ccc(-n2nc(C(=O)NCC(=O)NCc3ccc(F)cc3)c3ccccc3c2=O)cc1,0.48,i
NC(=O)c1cccc(N=Cc2cc(Cl)cc(Cl)c2O)c1,0.09,.
Cc1ccccc1-c1n[nH]c(=S)n1C,-0.44,i
Cc1ccc(N2CC(O)(c3cccs3)[N+]3=C2CCCC3)cc1 (stereo unspecified),0.53,i
COC(=O)c1ccc2c(=O)[nH]c(CSc3nnc(C(F)(F)F)n3C)nc2c1,0.24,i
O=C(Nc1ccccc1)N1CCN(Cc2ccccc2)CC1,0.76,i
CCc1ccc(OCC(=O)N(C)C)c(Br)c1,0.15,i
COc1ccccc1NS(=O)(=O)c1ccc(N/N=C/c2ccccc2OCC(=O)O)c([N+](=O)[O-])c1,0.31,i
CC1=CC(c2ccccc2)n2nc(N)nc2N1 (stereo unspecified),0.07,i
Cc1ccnc(NC(=O)c2cccc(S(=O)(=O)NCc3ccccc3)c2)c1,0.18,i
COc1ccc(CN(CC(=O)NCc2ccccc2)C(=O)CCC(=O)Nc2nccs2)cc1,-0.26,i
CC1(C)CC2CC(C)(CN2C(=O)c2cc(-c3ccccc3O)on2)C1 (stereo unspecified),0.17,i
CCCNC(=S)N1CCC(NC(=O)c2cccc(C)c2)CC1,0.23,i
COC(=O)/C=C/c1oc2ccccc2c1C,0.48,i
O=C(NCCO)C(c1ccccc1)c1ccccc1,0.12,i
COc1ccc(CN2CCNC(=O)C2CC(=O)O)cc1OC (stereo unspecified),0.56,i
CC(C)CC(=O)c1c[nH]c(C(=O)NCc2cccnc2)c1,-1.2,i
NS(=O)(=O)c1ccc(CNC(=S)Nc2ccc(Cl)c(Cl)c2)cc1,2.3,i
Cc1nc(SCC(=O)N2c3ccccc3Sc3ccccc32)n[nH]1,-1.5,i
COc1ccc(CC(=O)Nc2ccc(OC)nc2)cc1,0.2,i
CN1CCc2nc(SCc3ccc(Cl)cc3)c(C#N)c(-c3cccs3)c2C1,-2.9,i
COc1ccc(N(CC(=O)N2CCc3ccccc3C2)S(C)(=O)=O)cc1,-0.38,i
